High-throughput results as filed in PubChem.
UBC13 polyUb: UBC13 polyubiquitin chain formation inhibitors, primary screen, biochemical, TR-FRET, uHTS; inhibition, % at 20 µM; AID 485273, 2010; Ubiquitin-conjugating enzyme E2 N (Homo sapiens), P61088; 0.47% of 330,000 active; in the data active means inhibition above about 45%, passing the limit was not always enough; inconclusive means no clear call, values can overlap the other calls
Target sequence (P61088 whole entry, looked up): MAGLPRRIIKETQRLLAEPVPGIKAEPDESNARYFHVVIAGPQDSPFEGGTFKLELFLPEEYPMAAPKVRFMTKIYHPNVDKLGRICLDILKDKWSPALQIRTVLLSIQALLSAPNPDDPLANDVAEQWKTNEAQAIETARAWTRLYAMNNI
697 NFkB inh: inhibitors of PMA/ionomycin-induced NF-kB reporter, 697 cells, primary screen, B-cell NF-kB inhibitor project, cell-based, luminescence, uHTS. 697 B-cell NF-kB luciferase reporter, 16 h. 0.33% of 330,000 active. inhibition, % at 4 µM; in the data active means inhibition above about 35%
Jurkat NFkB inh: inhibitors of induced NF-kB luciferase reporter, primary screen, TCR NF-kB activation inhibitor project, cell-based, luminescence, uHTS | Jurkat, PMA/ionomycin-induced NF-kB luciferase reporter | 0.53% of 330,000 active | AID 435003, 2010 | inhibition, % at 4 µM; in the data active means inhibition above about 50%
CXCR6 inh: CXCR6 receptor inhibitors, primary screen, cell-based, beta-arrestin, luminescence, CHO-K1 PathHunter, 1536-well; C-X-C chemokine receptor type 6 (Homo sapiens), O00574; inhibition, % at 20 µM; 0.36% of 360,000 active; AID 602244, 2012; in the data active means inhibition above about 34%, passing the limit was not always enough;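 further: antagonist mode with CXCL16 agonist at 10 nM final; 0% = 10 nM CXCL16 with DMSO and 100% = unstimulated wells without agonist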
APJ antagonist: antagonists of human apelin receptor APJ, primary screen, CHO-K1 cells, beta-arrestin complementation, luminescence; P35414; inhibition, % at 20 µM; 0.32% of 330,000 active; AID 2521, 2010;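 active means inhibition above about 40% at 20 µM, limit read from the data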;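 further: cells challenged with 10 nM apelin-13 agonist together with compound; plate controls were apelin-13 plus DMSO wells for no effect and DMSO wells lacking apelin-13 for full effect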
Target sequence (P35414 whole entry, looked up): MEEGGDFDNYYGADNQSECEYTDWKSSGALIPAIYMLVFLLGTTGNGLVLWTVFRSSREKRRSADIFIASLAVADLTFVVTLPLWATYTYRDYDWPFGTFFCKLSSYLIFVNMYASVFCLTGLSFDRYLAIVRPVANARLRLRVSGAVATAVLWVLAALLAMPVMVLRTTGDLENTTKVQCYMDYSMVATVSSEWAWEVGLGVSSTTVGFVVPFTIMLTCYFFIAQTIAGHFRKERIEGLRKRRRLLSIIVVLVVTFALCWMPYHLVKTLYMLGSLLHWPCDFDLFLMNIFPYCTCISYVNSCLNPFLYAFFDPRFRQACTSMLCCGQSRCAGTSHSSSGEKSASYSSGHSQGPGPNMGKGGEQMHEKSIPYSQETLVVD
EBI2 block: EBI2 receptor antagonists, beta-arrestin recruitment, primary screen, cell-based, luminescence, 7a,25-OHC stimulation, uHTS; G-protein coupled receptor 183 (Homo sapiens), P32249; 7a,25-OHC stimulated; inhibition, % at 5 µM; 0.81% of 360,000 active; in the data active means inhibition above about 38%;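 further: enzyme fragment complementation signal reports receptor beta-arrestin coupling in cells; 0% = agonist plus DMSO wells and 100% = wells without agonist; some results beyond the cut were filed as inactive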
Target sequence (P32249 whole entry, looked up, the tested form may be a part): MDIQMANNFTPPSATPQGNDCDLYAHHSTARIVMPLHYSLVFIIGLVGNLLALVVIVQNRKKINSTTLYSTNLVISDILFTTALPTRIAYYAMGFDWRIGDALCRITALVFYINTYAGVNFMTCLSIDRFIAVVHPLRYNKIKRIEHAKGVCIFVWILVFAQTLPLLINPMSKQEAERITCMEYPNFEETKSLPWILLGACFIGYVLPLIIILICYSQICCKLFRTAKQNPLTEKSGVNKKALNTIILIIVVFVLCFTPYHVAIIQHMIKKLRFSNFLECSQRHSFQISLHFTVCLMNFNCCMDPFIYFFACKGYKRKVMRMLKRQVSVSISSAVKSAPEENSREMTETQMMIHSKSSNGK
CCR6 antagonist: CCR6 receptor antagonists, primary screen, cell-based, CHO-K1, luminescence, beta-arrestin, uHTS; 0.49% of 340,000 active; inhibition, % at 20 µM; C-C chemokine receptor type 6 (Homo sapiens), P51684; CHO-K1 CCR6 PathHunter beta-arrestin, CCL20-stimulated;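 active means compounds whose inhibition of the agonist-driven luminescence signal at 20 µM reaches about 50%, limit read from the data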;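 further: cells stimulated with CCL20 at 14 nM final; plate controls were DMSO with CCL20 for no effect and DMSO without agonist for full effect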
Gli-Sufu block: Gli-Sufu pathway antagonists, primary screen, luciferase luminescence, Sufu-KO-LIGHT cells, uHTS; 0.74% of 340,000 active; Sufu-KO-LIGHT fibroblasts, Gli luciferase reporter luminescence; inhibition, % at 5 µM; AID 588413, 2011;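 active means inhibition above about 55%, limit read from the data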;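 further: 0% = DMSO-treated cells and 100% = wells with medium but no cells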
Starred values were filed as active, the others as inactive; ? = inconclusive; / = not tested or not shown.

SMILES	UBC13 polyUb	697 NFkB inh	Jurkat NFkB inh	CXCR6 inh	APJ antagonist	EBI2 block	CCR6 antagonist	Gli-Sufu block
CCc1ccc(NC(=O)[C@H](Cc2ccccc2)NC(=O)C2CCN(C(=O)[C@@H](N)CC(C)C)CC2)cc1	30	11	3	1	-58	-2	11	-1
CC(=O)N(/N=C1\Sc2ccccc2C1=O)c1ccccc1C	-40	-89	-97	23	-6	27	21	0
O=C(Nc1ncn[nH]1)c1ccc(Cl)cc1Cl	-1	-5	-6	-8	0	0	-3	3
OCC[C@@H]1C[C@H](O)[C@@H](O)[C@]2(CCc3ccccc3O2)O1	-3	-25	-7	-5	22	5	-5	1
COc1ccc(CC(NC(C)=O)C(=O)NC2CCN(c3c4c(nc5ncnn35)CCC4)CC2)cc1 (centres undefined)	-6	-9	-9	8	-13	-1	7	-3
CCCCn1c(SCC(=O)NNC(=O)c2ccco2)nnc1-c1ccco1	4	5	21	-1	15	-2	16	-3
Cc1ccccc1NC1=C(Cl)C(=O)N(C2CCCCC2)C1=O	-11	6	13	6	15	34	39	7
CC(=O)N[C@@H](C)C(=O)OC(C)C(=O)Nc1cccc([N+](=O)[O-])c1 (some centres undefined)	/	/	/	10	/	4	21	1
Cc1ccc(-n2ncc3c(=O)n(CC(=O)N4CCN(c5ccccc5)CC4)cnc32)cc1C	-7	14	-23	-1	4	-1	-9	2
Cc1cc(SCC(=O)N(C)C2CCCCC2)nc2ccccc12	?	12	-11	-1	5	1	11	4
CSc1ncc(CN2CCN(C3CCCC3)C(CCO)C2)cn1 (centres undefined)	15	12	9	-7	-7	-8	-2	0
COc1cccc2[nH]c(C(=O)NC(C)c3ccccc3)cc12 (centres undefined)	12	-1	4	0	1	-2	10	-4
CC1CCCC(C)N1C(=O)COC(=O)CCC(=O)c1ccc(F)cc1 (centres undefined)	-2	23	13	0	6	3	5	-2
COC(=O)[C@H]1[C@H](C(=O)OC)[C@@H](C(=O)OC)N(c2ccc(OC)cc2)[C@@H]1C(=O)OC	1	-1	36	1	-5	-5	10	-3
O=C1CC2(CON=C2c2ccc(F)cc2)C(=O)N1c1ccc(F)cc1 (centres undefined)	2	1	20	-2	3	-3	-8	1

Shown field by field: entries from further up
Cc1cc(SCC(=O)N(C)C2CCCCC2)nc2ccccc12
  UBC13 polyUb = ?	697 NFkB inh = 12	Jurkat NFkB inh = -11	CXCR6 inh = -1	APJ antagonist = 5	EBI2 block = 1	CCR6 antagonist = 11	Gli-Sufu block = 4
CSc1ncc(CN2CCN(C3CCCC3)C(CCO)C2)cn1 (centres undefined)
  UBC13 polyUb = 15	697 NFkB inh = 12	Jurkat NFkB inh = 9	CXCR6 inh = -7	APJ antagonist = -7	EBI2 block = -8	CCR6 antagonist = -2	Gli-Sufu block = 0

Later entries
SMILES	UBC13 polyUb	697 NFkB inh	Jurkat NFkB inh	CXCR6 inh	APJ antagonist	EBI2 block	CCR6 antagonist	Gli-Sufu block
CSc1ccc(/C=N/N2CCN(Cc3ccc(C)cc3C)CC2)cc1	8	18	-5	-7	-7	8	13	13
O=C(NO)C1CC2C=CC1C2 (centres undefined)	1	-1	-1	-2	9	6	-12	1
CCOc1ccc(NS(=O)(=O)c2ccc(C(=O)N3CCN(C(C)=O)CC3)cc2)cc1	4	-22	-4	-1	10	-6	2	20
COc1ccc(CSc2nnc(C)n2N)cc1[N+](=O)[O-]	16	26	4	-6	-7	-1	13	-6
CC(=O)C1=C(O)C(=O)N(CCCN2CCOCC2)C1c1ccccc1[N+](=O)[O-] (centres undefined)	-12	-1	6	/	-2	/	-4	6
COc1ccc(CC(=O)Nc2ccc(C(=O)NC(C)(C)C)cc2)cc1	-9	-40	32	-5	-3	-14	4	-6
CC(=O)NC(Cc1ccccc1)C(=O)OCC(=O)c1ccc(Cl)cc1 (centres undefined)	0	5	6	11	-16	-11	18	1
CC(C)c1ccc(C2=C(O)c3ccccc3C(=O)C2=O)cc1	-16	-6	4	20	19	10	34	1
CCCc1nnc(NC(=O)CCCN2C(=O)c3ccccc3C2=O)s1	2	10	-2	5	7	-15	-3	-5
CCOC(=O)c1nn(-c2ccccc2C)c(=O)cc1OCC(=O)Nc1cccc(OC)c1	-8	-9	-2	4	11	7	2	20
Cc1ccc(Cn2ncn3c(cc4ccccc43)c2=O)cc1	-9	-5	13	-4	-4	5	13	10
Cc1cc(C)n2c(=S)[nH]nc2n1	32	-3	5	-14	0	-7	-26	0
O=C(NN(CC(O)COc1ccccc1)CC(O)COc1ccccc1)c1ccccc1 (centres undefined)	-1	3	21	-3	-19	15	8	7
C/C(=N\NC(=S)NC(C)C)c1ccc(C(C)(C)C)cc1	6	-10	-8	15	13	32	36	7
CSCCC(NC(=O)c1ccccc1Cl)C(=O)N1CCN(C(c2ccccc2)c2ccccc2)CC1 (centres undefined)	-8	-8	-2	12	18	24	25	2
COc1ccc(CCNC(=O)COc2ccc(S(=O)(=O)N3CCOCC3)cc2C)cc1	2	12	6	2	25	-9	13	-5
Cc1cc(C)n(-c2nc3ccccc3c(=O)n2OCC(=O)N(C)C)n1	-14	-17	-5	1	0	-3	-15	3
CCOC(=O)c1sc(NC(=O)CSc2ncn[nH]2)c(C#N)c1C	1	3	-19	6	8	3	-5	1
O=C(c1cccc(F)c1)N1CCC(N2CCOCC2)CC1	-4	13	-4	1	10	-6	-1	-2
c1ccc(C2=NN(c3ccccc3)CC2)cc1	5	-123	-112	-6	5	-3	14	-66
O=S(=O)(c1ccc(NC(=S)NN=C2CCCCC2)cc1)N1CCOCC1	24	15	-2	10	-19	14	29	1
CC(C)Cn1cnc2c(SCc3ccccc3)nc(N)nc21	/	/	/	3	/	2	10	-22
COc1ccccc1Nc1ncnc2nc[nH]c12	15	-2	-3	-1	-1	-4	14	0
COc1ccc(C(=O)NCCCNC(=O)c2cc3ccccc3[nH]2)cc1OC	4	25	17	-1	12	-3	0	1
COCCCN(CC(=O)O)S(=O)(=O)c1cccc(Cl)c1	14	-5	-4	1	-1	4	-10	-6
O=C(NC1CCN(C(=S)NCc2ccco2)CC1)C1CCCCC1	9	-6	-3	1	16	4	-6	-1
CN(C(=O)COC(=O)C12CC3CC(CC(Cl)(C3)C1)C2)c1ccccc1	25	-11	-6	-11	-1	-2	13	1
CCOc1ccc(-n2ccnc(SCC(=O)NCc3cccc(OC)c3)c2=O)cc1	10	2	1	2	19	2	10	-10
COc1cc(NC(=O)CSc2ncccc2C(=O)OC(C)C)cc(OC)c1	18	-9	-11	3	-29	13	-1	1
Cc1ccc(/C=N/Nc2ccc(C(=O)O)cc2)s1	-18	-191	-86	-10	-20	-13	4	10
Cc1cccc(Nc2c([N+](=O)[O-])c(=O)oc3ccccc23)c1	-6	5	-11	0	24	0	27	-8
CCc1cccc2c(C(=O)CSc3nnc(-c4ccoc4C)n3C)c[nH]c12	-9	-2	2	-2	20	-4	8	3
COC(=O)c1cc(=O)n(-c2ccc(F)cc2)c(=Nc2ccc(F)cc2)s1	-5	0	8	14	12	16	21	-3
O=S1(=O)N=C(N(CCO)/N=C/C=C/c2ccccc2)c2ccccc21	/	/	/	0	/	6	5	9
C=C(C)CNC(=S)NNC(=O)c1ccco1	-6	4	5	-2	3	-1	9	4
O=C1CCc2cc(S(=O)(=O)N3CCCC3C(=O)NC3CCCCCCC3)ccc2N1 (centres undefined)	-2	5	2	-2	3	5	-1	4
O=C(CN(Cc1cccs1)C(=O)CCC(=O)Nc1ccccn1)NCc1ccccc1	-4	5	-19	4	-19	-15	-2	-7
CCOc1ccc(/C=N/NC(=O)Cc2csc(Nc3cccc(C(F)(F)F)c3)n2)cc1	34	-16	6	5	-37	-6	-21	-3
CC(C)(C)OC(=O)C1C(=O)CC(C)(O)C(C(=O)OC(C)(C)C)C1c1cccnc1 (centres undefined)	0	3	-2	1	8	-3	14	8
CC1C(=O)N2CCCc3cc(S(=O)(=O)NCc4ccc(F)cc4)cc1c32 (centres undefined)	2	-5	-4	-6	5	-1	7	-4
O=C(O)c1ccc(COc2ccccc2/C=C2/NC(=O)N(c3cccc(Cl)c3)C2=O)cc1	-6	18	6	9	14	-1	16	0
CCCCn1c(N)c(N(CCOC)C(=O)c2cc(=O)[nH]c3ccccc23)c(=O)[nH]c1=O	-1	10	-2	4	-6	-3	-3	7
CCNc1cc2c(cc1O)CCC1C2CCC2(C)C(O)CCC12 (centres undefined)	/	/	/	-5	/	-6	19	-8
COc1ccccc1N1CCN(C(=O)c2ccc(Cl)c(S(=O)(=O)N3CCOCC3)c2)CC1	-5	-17	5	8	12	-2	10	10
CC(=O)c1sc(Nc2ccccn2)nc1C	6	7	-6	-6	8	-14	-14	0
Cc1ccc2nc(SCC(=O)NCc3ccccc3)nc(=O)n2c1	-5	3	5	5	11	2	2	97*
COc1ccc(NC(=O)C2C3CCC(O3)C2C(=O)O)c(C)c1 (centres undefined)	0	-14	-4	-1	4	-3	-1	-18
Cc1nc2ccc(NS(=O)(=O)c3ccc(F)c(F)c3F)cc2s1	-5	6	4	-9	5	-6	11	-3
C[C@H](CO)N1C[C@H](C)[C@@H](CN(C)C)Oc2c(NS(=O)(=O)c3ccc(F)cc3)cccc2C1=O	6	12	5	-6	-7	-16	6	-5
CCOC(=O)N1CCN(C(=O)/C=C/c2c(C)nn(-c3ccc(F)cc3)c2Cl)CC1	/	/	/	2	/	2	-4	11
COc1ccc(CCNC(=O)C2CCN(C(=O)c3ccc(Cl)cc3)CC2)cc1	1	1	0	0	13	11	9	5
N#Cc1nc(-c2cccs2)oc1N1CCN(Cc2ccccc2)CC1	15	-2	7	-6	-5	8	-1	-13
COc1ccccc1CNc1nc2nc(C)c(C)c(=O)n2[nH]1	1	9	-3	-2	-1	-10	-4	8
CN(CCCNC(=O)CCC(=O)N1CCOc2ccccc21)Cc1ccccc1	6	1	-10	5	5	7	3	5
CSc1ccccc1OCc1cc(C(=O)N2CCCC(C)C2)no1 (centres undefined)	2	-149	-147	-5	13	-1	5	-87
